Assay outcomes: PubChem BioAssay, several laboratories
INS promoter inh = TRM-6 insulin promoter activity inhibition. TRM-6 cells (human fetal islet line), insulin promoter-eGFP reporter, imaging; reporter expression induced with tamoxifen. inhibition, % at 2 µM. actives 0.9% (n = 130,000);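 active = inhibition above the mean plus 3 SD, with well images judged a real hit on visual review, cut at about 60% in these data, passing the limit was not always enough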
SDO1 yeast rescue = compounds rescuing growth of sdo1-depleted yeast, bone marrow failure model; actives 0.21% (n = 140,000); z-score at 10 µM; S. cerevisiae sdo1-depleted JHY4D growth rescue, OD600 30 h; hits give high values; pdr5 snq2 efflux-pump mutant strain;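 active = z-score above 3 at both the 24 hr and the 30 hr optical density reads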;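 also: z-score against mean and SD of all compound wells on the same plate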
SDO1 yeast rescue Rescue 24 h = further read-out of SDO1 yeast rescue, marked with its call; z-score; S. cerevisiae sdo1-depleted JHY4D growth rescue, OD600; measured here: growth rescue at 24 h;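 0 is the plate mean of compound wells and units are plate SD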
The depositor's hits bear a star; x = not tested or not shown. Hits appear at their usual frequency; about 0.91% have a hit in one of these screens.

Each structure is followed by: INS promoter inh | SDO1 yeast rescue | SDO1 yeast rescue Rescue 24 h
- CC(C)SCc1cc(N2CCCC2)nc(-c2ccccc2)n1
  -75.0 | x | x
- Cc1ccc(C(=O)NC(=S)N2CCN(c3ccc([N+](=O)[O-])cc3)CC2)cc1
  3.1 | -0.16 | -0.47
- CC1(C)Cc2nc(N)c(C(=O)NCCO)cc2CO1
  0.0 | -0.01 | -0.34
- Cn1c(N2CCCC2)nc2c1c(=O)n(Cc1ccc(F)cc1)c(=O)n2C
  x | 0.36 | 0.06
- O=C(CCSc1nc(-c2ccc3c(c2)OCO3)cc(C(F)(F)F)n1)NCc1ccccc1
  62.2 | -0.37 | 0.27
- Cc1cc(C)n(-c2ccc(-n3ccnc3)nn2)n1
  x | 0.02 | -0.41
- COc1ccccc1NC(=O)C(=O)N1CCCC1
  40.0 | x | x
- C/C(=N/NS(=O)(=O)c1ccc(Br)cc1)c1ccc(NC(=O)c2ccc(C)o2)cc1
  -15.4 | -0.63 | 0.48
- c1ccc2c(c1)oc1c(NCc3ccc4c(c3)OCO4)ncnc12
  -22.2 | -1.66 | -1.38
- C=CCC1(NC(C)c2ccccc2)CCCCC1 (stereo not given)
  3.5 | 3.05 | 0.79
- COc1ccccc1NC(=O)C1CCCCC1
  -33.3 | 0.12 | -0.62
- CCc1nc2oc3ccccc3c(=O)c2c(=O)n1-c1ccccc1
  x | 1.04 | 0.42
- COc1ccc(NC(=O)Cn2nnc(-c3ccccc3NC(=O)C3CC3)n2)cc1
  x | 0.43 | 0.42
- CC(CCc1ccco1)NC(=O)CSc1cc(=O)n(C)c2ccccc12 (stereo not given)
  -35.7 | -1 | -1.63
- CC(c1ccc(Cl)cc1)n1c(-c2ccc3ccccc3n2)n[nH]c1=S (stereo not given)
  x | -1.79 | -1.42
- O=C(CSc1nncs1)Nc1ccc2c(c1)OCO2
  -8.3 | x | x
- O=C(NC1CCCCC1)N1CCSC1=Nc1ccccc1
  x | -1.43 | -1.63
- C=CCn1c(O)c(C2=c3ccccc3=NC2=O)s/c1=N/c1nccs1
  x | -1.85 | -0.58
- CCc1ccc(OCCNC(=O)c2ccccc2SCc2ccccc2)cc1
  -29.0 | -0.71 | 0.53
- O=C(CN1CCN(Cc2ccc(F)cc2Cl)C1=O)NCCc1ccc(Cl)cc1
  -57.1 | -0.86 | -0.78
- COc1ccccc1-c1cc(C(=O)Nc2ccccc2SC)no1
  x | -0.35 | 0.13
- Cc1ccnc(N=Cc2c(O)ccc3oc4c(c23)CCCC4)c1
  -25.0 | -0.32 | -0.31
- N#CCCN/N=C(/Cc1nc2ccccc2[nH]1)c1ccc(Cl)cc1
  -18.9 | 0.58 | 0.75
- CCN1CCN(CCCNC(=O)c2cc3c(=O)[nH]c4ccccc4c3s2)CC1
  -26.9 | 0.76 | 0.94
- CC(C)(C)OC(=O)NNC(=S)NCc1ccc(Cl)cc1
  -65.4 | 0.02 | 0
- O=C(Nc1c(Cl)cc(Cl)cc1-c1nc2ccccc2s1)c1ccc(Br)o1
  23.9 | -1.58 | -0.43
- Cc1cccc2sc(NC(=O)c3cccc(S(=O)(=O)N4CCc5ccccc54)c3)nc12
  -42.9 | 0.03 | -0.26
- COc1ccc(C(=O)N/N=C/c2ccc(OC(=O)c3ccccc3)cc2)cc1
  -17.2 | -0.34 | 0.8
- CCOC(=O)Cc1csc(NC(=O)c2cc(=O)c3ccccc3o2)n1
  -10.5 | x | x
- Cc1c(C=O)c2ccccc2n1CC(=O)NCc1ccccc1
  -35.7 | x | x
- O=C(NCCC1=CCCCC1)C1CCN(S(=O)(=O)N2CCOCC2)CC1
  x | 0.4 | -0.28
- COc1cccc(C2SCC(=O)N2c2ccc(C)cc2)c1OC (stereo not given)
  12.5 | -0.51 | -0.73
- CCN(CC)CCn1c2ccccc2c2cnc(N)c(C#N)c21
  2.6 | -1.78 | -1.17
- Cc1cccc(C)c1NC1=NC2(CCCCC2)N=C(N)N1
  x | 1.15 | 0.97
- COc1ccc(C(=O)Nc2ccnc(-c3cccnc3)n2)cc1
  15.4 | x | x
- COC(=O)Cc1cc(=O)n(-c2ccccc2)[nH]1
  -100.0 | 1.64 | 0.75
- Cc1ccc2nc(SCC(=O)Nc3c(C)n(C)n(-c4ccccc4)c3=O)[nH]c2c1
  14.3 | 1.81 | 1.07
- Cc1cc(C(=O)NCc2ccco2)cs1
  6.2 | 0.3 | 0.59
- O=C(Nc1ccc(S(=O)(=O)Nc2ncccn2)cc1)c1cncc(Br)c1
  x | 0.08 | -1.27
- COc1ccc(C(=O)CSc2nc(C)cc(C)n2)cc1[N+](=O)[O-]
  25.9 | x | x

Of the compounds above, these have an NH in an aromatic ring:
Each structure is followed by: INS promoter inh | SDO1 yeast rescue | SDO1 yeast rescue Rescue 24 h
- CC(c1ccc(Cl)cc1)n1c(-c2ccc3ccccc3n2)n[nH]c1=S (stereo not given)
  x | -1.79 | -1.42
- N#CCCN/N=C(/Cc1nc2ccccc2[nH]1)c1ccc(Cl)cc1
  -18.9 | 0.58 | 0.75
- CCN1CCN(CCCNC(=O)c2cc3c(=O)[nH]c4ccccc4c3s2)CC1
  -26.9 | 0.76 | 0.94
- COC(=O)Cc1cc(=O)n(-c2ccccc2)[nH]1
  -100.0 | 1.64 | 0.75
- Cc1ccc2nc(SCC(=O)Nc3c(C)n(C)n(-c4ccccc4)c3=O)[nH]c2c1
  14.3 | 1.81 | 1.07

The listing continues.
Each structure is followed by: INS promoter inh | SDO1 yeast rescue | SDO1 yeast rescue Rescue 24 h
- Cc1ccc(S(=O)(=O)/N=C(\N)Nc2nc(C)c3cc(C)ccc3n2)cc1
  x | -1.78 | -1.61
- c1coc(C2Nc3ccccc3-c3nc4ccccc4n32)c1 (stereo not given)
  43.8 | -0.32 | -0.79
- CCOc1ccc(OCC)c(NC(=O)CC2Oc3ccc(C)cc3NC2=O)c1 (stereo not given)
  x | -2.46 | -1.12
- CCC(C)OC(=O)C1=C(C)NC2=C(C(=O)C(C(=O)OC)C(C)C2)C1c1ccc(N(C)C)cc1 (stereo not given)
  36.8 | -0.69 | -0.87
- COc1ccc(NC(=O)CSc2ccc3c(c2)OCCO3)cc1OC
  35.3 | 0.88 | 0.51
- COc1cccc(-c2cc(C(=O)Nc3c(C)nn(Cc4ccccc4C)c3C)no2)c1
  x | -1.28 | -0.54
- COc1ccc(N2CCN(c3c(S(=O)(=O)c4ccccc4)cnc4ccc(OC)cc34)CC2)cc1
  x | -1.97 | -1.33
- Cn1c(=O)n(Cc2ccccc2)c(=O)c2c1nc1n2CCCN1CCc1ccccc1
  -65.6 | -1.3 | -0.4
- CSC1=NCCN1C(=O)c1cccc(Br)c1
  x | 1.76 | 0.47
- Cn1ncc([N+](=O)[O-])c1C(=O)Nc1nccs1
  32.0 | -0.44 | 0.34
- COc1ccc(-c2nc(SC)n(C)c(=O)c2C#N)cc1OC
  x | -0.19 | 0.15
- Cc1ccc(C(=O)CS(C)(=O)=O)cc1
  25.6 | -0.07 | -1.29
- Cn1c(=O)c2c(-c3ccccc3)n(CCCN3CCOCC3)cc2n(C)c1=O
  -44.8 | -0.44 | 0.71
- COc1ccc(/C=C/C(=O)OCC(=O)Nc2ccc(OC)c(S(=O)(=O)N3CCCCC3)c2)cc1
  x | -0.43 | -0.26
- CC(C)(C)C1CCc2onc(C(=O)Nc3cccnc3)c2C1 (stereo not given)
  x | -1.25 | -0.71
- COC(=O)CCC(=O)Nc1sc2c(c1C#N)CCCC2
  x | 0.57 | -0.54
- Cc1sc(NC(=O)Cn2[nH]c(=O)c3ccccc3c2=O)nc1-c1ccccc1
  -46.7 | 0.55 | 1.91
- N#Cc1nc(-c2ccco2)oc1N1CCN(c2ccccc2)CC1
  -107.1 | 0.27 | 0.4
- Cn1c(=O)oc2cc(S(=O)(=O)N3CCN(Cc4ccc5c(c4)OCO5)CC3)ccc21
  x | -0.2 | 0.93
- Cc1nn(Cc2ccccc2Cl)c(Cl)c1/C=C/C(=O)OCC(=O)NC1CCS(=O)(=O)C1 (stereo not given)
  6.7 | x | x
- O=C(CN1CCC(n2nnc3cc(F)ccc32)CC1)NNC(=O)c1ccccc1
  3.3 | -0.22 | -0.5
- COC(=O)C1=C(C)OC(N)=C(C#N)C1c1ccccc1F (stereo not given)
  0.0 | 0.67 | 0.87
- Cc1ccc2nc(-c3sc4nc(C)ccc4c3N)[nH]c2c1
  -451.7 | -1.48 | -1.41
- COc1ccc(N2C(=O)CCC(C(=O)NCCCN3CCC(C)CC3)C2c2ccc(OC)c(OC)c2)cc1 (stereo not given)
  20.0 | x | x
- CC1CCN(c2nc(-c3ccncc3)nc3ccccc23)CC1
  x | -2.19 | -1.27
- Cc1cc(=O)c2ccccc2[nH]1
  -21.4 | 1.03 | 1.27
- CCOC(=O)c1cn(Cc2ccccc2)nn1
  -21.2 | 0.45 | 0.08
- COCCNCC(=O)NC12CC3CC(CC(C3)C1)C2
  -36.4 | 0.47 | 0.17
- COc1cc(N=c2ssnc2Cl)cc(OC)c1OC
  x | -2.14 | -0.8
- CCC(=O)Nc1ccc(C(=O)CSc2nc3ccc(C)cc3[nH]2)cc1
  21.9 | -0.87 | 0
- Cc1cc(C)c(S(=O)(=O)Nc2cccc3nsnc23)c(C)c1
  46.1 | -0.99 | -1.03
- CCOC(=O)c1cnc(SC)nc1Oc1cccc(NC(=O)c2ccc(Cl)cc2)c1
  54.5 | -0.17 | -0.28
- CC1=C(C(=O)OCc2ccccc2)C(c2cccnc2)c2c(n(C)c(=O)n(C)c2=O)N1 (stereo not given)
  -13.3 | 0.41 | -0.18
- CC12CC3(C)CC(C)(C1)CC(C(=O)NCc1ccccn1)(C2)C3
  -21.1 | x | x
- Cc1ccc(-c2cc3nc(C)cc(NCc4ccco4)n3n2)cc1
  21.4 | -1.2 | 0.09
- CN1C2CCC1/C(=C\c1ccccc1)C(=O)/C2=C\c1ccccc1
  -41.9 | -1.58 | -0.94
- CC1CCN(CC(=O)Nc2sc3c(c2C#N)CCC3)CC1
  x | 0.31 | 0.39
- Cc1cc(C)n(-c2ccc(C(=O)Nc3ccccc3N3CCOCC3)cc2)n1
  -39.4 | 0.37 | -0.15
- Cc1cc(C(=O)N/N=C/c2c[nH]c3ccccc23)c(C)o1
  -27.0 | 1.6 | 1.6
- COc1ccc(Cn2c(=O)c3c(nc(NCCO)n3C)n(C)c2=O)cc1
  42.3 | 0.61 | 0.87
- O=c1c2ccccc2nc(CSc2nnnn2-c2ccccc2)n1-c1ccccc1
  3.2 | -0.84 | -0.33
- Nn1c(SC/C=C/c2ccccc2)nnc1-c1ccccn1
  -93.5 | 0.01 | 0.83
- C/C=C(\C)CN1CCN(c2cc(C)ccc2C)CC1
  x | -1.6 | -1.47
- Cc1onc(-c2ccccc2)c1C(=O)c1c[nH]c(C(=O)NCCCN2CCOCC2)c1
  33.3 | x | x
- COc1ccc(C2CC(C(F)(F)F)n3ncc(C(=O)NCC4CCCO4)c3N2)cc1OC (stereo not given)
  x | 0.48 | -0.25
- CCCCn1c(CCCNC(=O)CC)nc2ccccc21
  x | 0.2 | -0.52
- CC(=O)CCc1c(C)nc2ccc(C)cc2c1Cl
  27.8 | x | x
- CCOC(=O)N1CCC(NC(=O)Cc2ccc(-n3c(=O)[nH]c4ccccc4c3=O)cc2)CC1
  -500.0 | x | x
- CC(=O)NS(=O)(=O)c1ccc(NC(=O)c2ccc(Cl)cc2[N+](=O)[O-])cc1
  33.3 | x | x
- Cc1cc(C)cc(NC(=O)c2ccc(Cn3nc(C)c(Cl)c3C)o2)c1
  0.0 | -2.03 | -1.52

Further entries follow.
Each structure is followed by: INS promoter inh | SDO1 yeast rescue | SDO1 yeast rescue Rescue 24 h
- CN(c1ccc(OCC(=O)Nc2ccc3[nH]c(=O)[nH]c3c2)cc1)S(=O)(=O)c1ccc(Cl)cc1
  -26.1 | 0.89 | 1.31
- Cc1[nH]c2ccccc2c1C(c1ccccn1)N1CCC(C)CC1 (stereo not given)
  34.9 | 0.78 | 0.19
- COc1ccc(-n2nnnc2SCC(=O)NCCc2ccc(OC)c(OC)c2)cc1
  0.0 | -0.5 | -0.57
- CCC(c1nnnn1Cc1ccc(OC)cc1)N1CCN(c2ccc(OC)cc2)CC1 (stereo not given)
  46.7 | x | x
- Cc1ccc(S(=O)(=O)N(C)CC(=O)Nc2nc3ccccc3s2)cc1
  37.5 | -0.56 | 1.63
- CCOCCCNC(=O)CN1C(=O)/C(=C\c2ccc(C)cc2)Sc2ccccc21
  -37.0 | -1.11 | -0.21
- Cc1ccc(C(=O)C2CCN(CC(=O)Nc3ccc(N(C)C)cc3)CC2)cc1
  x | -0.51 | -0.66
- CC(C)OCCCn1c(=S)[nH]c2ncccc2c1=O
  10.0 | 0.44 | -0.31
- CC(=O)c1ccc(NC(=O)CSc2nnc(-c3ccoc3C)n2Cc2ccccc2)cc1
  -16.2 | -1.39 | -1.27
- O=C(COC(=O)CNC(=O)c1sc2ccccc2c1Cl)Nc1c(Cl)cc(Cl)cc1Cl
  -13.3 | -1.37 | -1.55
- CCOc1ccc(NC(=O)c2cccnc2SC)cc1
  25.0 | x | x
- O=C(Nc1ccc2oc(=O)ccc2c1)c1ccccc1[N+](=O)[O-]
  9.1 | x | x
- O=C(Cc1coc2ccc3ccccc3c12)N1CCCC1
  -393.3 | -0.49 | -0.48
